# Screens from PubChem BioAssay.
# NRP1-CendR mod: modulators of CendR peptide binding to NRP-1, primary screen, biochemical, fluorescence polarization, uHTS. FAM-RPARPAR peptide binding to NRP-1. Neuropilin-1 (Homo sapiens), O14786. 360,000 tested, 0.85% active. inhibition, % at 25 µM. AID 602438, 2012;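 active = inhibition or corrected inhibition above about 18%, plus a signal ratio from 0.5 to 1.5, limit read from the data, passing the limit was not always enough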; also: strong numbers were not always called active
# STEP block: STEP phosphatase inhibitors, primary screen, biochemical, fluorescence intensity, uHTS; Tyrosine-protein phosphatase non-receptor type 5 (Homo sapiens), P54829; recombinant STEP, OMFP fluorogenic substrate; inhibition, % at 20 µM; 360,000 tested, 0.25% active; AID 588621, 2011;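 active = inhibition at 20 µM, scaled per plate between control wells, above about 37%, limit read from the data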;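 also: 0% = DMSO with enzyme and substrate and 100% = substrate only without enzyme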
# Target sequence (P54829 whole entry, looked up): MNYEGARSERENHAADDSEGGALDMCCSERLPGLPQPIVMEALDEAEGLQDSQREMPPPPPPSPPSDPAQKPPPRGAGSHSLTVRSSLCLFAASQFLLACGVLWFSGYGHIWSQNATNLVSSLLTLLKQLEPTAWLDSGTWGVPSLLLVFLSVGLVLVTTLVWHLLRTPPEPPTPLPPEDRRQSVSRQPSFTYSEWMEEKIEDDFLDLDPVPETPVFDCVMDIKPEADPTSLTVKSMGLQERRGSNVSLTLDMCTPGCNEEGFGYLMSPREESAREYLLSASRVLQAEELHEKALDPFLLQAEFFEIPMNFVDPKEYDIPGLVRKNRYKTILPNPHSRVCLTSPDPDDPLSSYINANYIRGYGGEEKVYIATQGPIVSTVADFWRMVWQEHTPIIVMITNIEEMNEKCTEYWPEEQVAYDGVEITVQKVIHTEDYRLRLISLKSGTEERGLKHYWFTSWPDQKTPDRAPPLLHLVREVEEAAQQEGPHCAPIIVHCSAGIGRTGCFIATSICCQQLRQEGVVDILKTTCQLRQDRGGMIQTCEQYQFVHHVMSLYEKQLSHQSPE
#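 Test system: STEP tyrosine phosphatase / Reagent: OMFP at 25 µM / Doses: 20 µM, 1% DMSO / Read-out: percent inhibition scaled to no-enzyme and uninhibited-enzyme controls, plate-pattern corrected / Detection: FITC-channel fluorescence of OMFP product / Medium: Bis-Tris buffer pH 6.0, 2.5 mM DTT, 0.005% Tween 20 / Schedule: 20 min at room temperature, dark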
# NadD block: inhibitors of S. aureus NadD, primary screen, biochemical, colorimetric, uHTS. Nicotinate-nucleotide adenylyltransferase NadD (Staphylococcus aureus N315). purified NadD enzyme, colorimetric absorbance read-out. inhibition, % at 20 µM. 360,000 tested, 0.78% active. AID 602399, 2012; in the data active = inhibition above about 26%; also: some compounds past the cut are filed as inactive
# SUMO1-SIM PPI: modulators of SUMO1 protein-protein interactions, primary screen, biochemical, uHTS. inhibition, % at 20 µM. SUMO1 binding to a labelled peptide, TR-FRET, 1 h. 360,000 tested, 0.33% active. Small ubiquitin-related modifier 1 (Homo sapiens), P63165. AID 602429, 2012; in the data active = inhibition above about 37%
# Target sequence (P63165 whole entry, looked up): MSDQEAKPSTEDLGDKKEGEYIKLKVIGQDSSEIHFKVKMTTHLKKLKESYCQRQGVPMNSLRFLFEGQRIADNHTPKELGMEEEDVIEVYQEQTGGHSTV
# SKN-1 block: suppressors of acrylamide-induced Pgst-4::GFP reporter in worms, primary screen, SKN-1 inhibitor project, whole organism, uHTS, GFP/RFP fluorescence ratio, strain VP596 | C. elegans VP596 Pgst-4::GFP/RFP ratio, 24 h | inhibition, % at 21.8 µM | 360,000 tested, 0.49% active | AID 624304, 2012;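 active = interference check ratio from 0.5 to 1.5 plus GFP to RFP signal ratio inhibition reaching or exceeding a fixed threshold, cut at about 30% in these data, passing the limit was not always enough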; also: some compounds called inactive have numbers as strong as hits
# Tb MetRS inh: T. brucei MetRS inhibitors, primary screen, biochemical, luminescence; 360,000 tested, 0.4% active; methionyl-tRNA synthetase (Trypanosoma brucei brucei); inhibition, % at 11.9 µM; purified T. brucei MetRS, ATP depletion, Kinase-Glo luminescence;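 active = inhibition above a per-plate cutoff of the control wells' mean inhibition plus 3 SD, cut at about 5.5% in these data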;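 also: 0% = DMSO wells median and 100% = median of wells with control inhibitor compound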
#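 assay system = parasite MetRS enzyme | timing = 15 min preincubation, 2 h reaction, all 25 °C | evaluation = percent inhibition relative to median high and low control wells | medium = HEPES buffer containing pyrophosphatase, BSA, spermine, DTT | compound = single dose, 11.9 µM final nominal, 0.9% final DMSO | detection = Kinase-Glo luminescence, ATP depletion format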
# LMPTP block: LMPTP phosphatase inhibitors, primary screen, biochemical, fluorescence intensity, uHTS; Low molecular weight phosphotyrosine protein phosphatase (Homo sapiens), P24666; inhibition, % at 20 µM; recombinant LMPTP-A, OMFP fluorogenic substrate; AID 651560, 2012; 360,000 tested, 0.22% active;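 active = compounds that cut the enzyme signal by at least half of the control window in the single-dose screen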;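 also: plate controls were DMSO wells with enzyme plus substrate for no effect and substrate without enzyme for full effect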
# Target sequence (P24666 whole entry, looked up): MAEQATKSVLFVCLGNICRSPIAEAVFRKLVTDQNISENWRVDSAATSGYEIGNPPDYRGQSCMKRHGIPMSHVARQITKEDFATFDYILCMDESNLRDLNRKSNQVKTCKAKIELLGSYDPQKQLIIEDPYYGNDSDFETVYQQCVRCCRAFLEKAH
#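 Test system – LMPTP-A enzyme · Amount – LMPTP-A at 0.625 nM final in the reaction · Buffer or medium – Bis-Tris pH 6.0, DTT, detergent · Reagent – OMFP 400 µM · Doses – single 20 µM dose · Schedule – reaction 50 min, room temperature, dark · Detection – fluorescence intensity of OMFP turnover product · Evaluation – percent inhibition versus substrate-only and uninhibited controls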
# Neddylation inh: inhibitors of cullin neddylation, primary screen, biochemical, TR-FRET, uHTS, NAE and Ubc12; NEDD8-conjugating enzyme Ubc12 (Homo sapiens) + NEDD8-activating enzyme E1 regulatory …; calls only at 25 µM; 360,000 tested, 0.58% active; AID 651699, 2012; in the data active = inhibition above about 36%
# DNMT1 inh: human DNMT1 methyltransferase inhibitors, primary screen, biochemical, molecular beacon, fluorescence, HinP1I cleavage, uHTS | DNA (cytosine-5)-methyltransferase 1 (Homo sapiens), P26358 | inhibition (reported as % activation of signal), % at 10 µM | 360,000 tested, 0.83% active | AID 588458, 2011; in the data active = inhibition above about 50%
# Scp1 inh: Scp-1 phosphatase inhibitors, primary screen, biochemical, colorimetric, uHTS | Carboxy-terminal domain RNA polymerase II polypeptide A small phosphatase 1 (Homo … | Recombinant Scp1, phosphopeptide, malachite green phosphate absorbance | inhibition, % at 20 µM | 340,000 tested, 0.88% active;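 active = inhibition above about 50% at 20 µM, limit read from the data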;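 also: plate controls were DMSO wells with enzyme for no effect and wells lacking enzyme for full effect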
# Target sequence (Q9GZU7 76-261 limits assumed): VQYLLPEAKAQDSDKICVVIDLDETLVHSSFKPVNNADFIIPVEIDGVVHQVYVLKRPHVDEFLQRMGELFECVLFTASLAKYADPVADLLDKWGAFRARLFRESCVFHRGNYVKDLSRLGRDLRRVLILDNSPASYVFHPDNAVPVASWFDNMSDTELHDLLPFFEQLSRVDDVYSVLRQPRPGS
#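 Test system: SCP-1 catalytic domain; Buffer or medium: Acidic Tris acetate buffer with magnesium and detergent; Also added: Phosphorylated 17-residue peptide substrate; Compound: single 20 µM dose, 1% DMSO; Schedule: enzyme reaction 45 min at room temperature, colour 5 min, stabilisation 30 min; Signal: Phosphate-binding colour reagent, absorbance read at 630 nm.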
# * marks the source's active call; other numbers are inactive results; i = inactive; x = not tested or not shown. Random draw from the library; overall some 4.6% were active at least once.
SMILES,NRP1-CendR mod,STEP block,NadD block,SUMO1-SIM PPI,SKN-1 block,Tb MetRS inh,LMPTP block,Neddylation inh,DNMT1 inh,Scp1 inh
Cc1sc(NC(=S)NC(=O)c2ccco2)c(C#N)c1C,-4,-1,2,-4,8,-0.2,14,i,2,-18
Cc1csc(-c2cnn(-c3ccccc3)c2NC(=O)c2cccc(C(F)(F)F)c2)n1,5,0,0,0,-5,0.0,-0.6,i,0,-11
O=C(Nc1ccncc1)c1ccc2c(c1)S(=O)(=O)c1ccccc1C2=O,12,2,-7,-43,7,-0.1,0.7,i,1,2
O=C(O)C1C2C=CC(C2)C1C(=O)NCc1ccco1 (stereo unspecified),-27,0,-2,2,10,-0.8,-0.8,i,19,21
C=CCCCCCCCCc1nc(=S)[nH][nH]1,-2,5,3,4,25,0.4,1.4,i,-2,4
COc1ccc(OC)c(CN2CCN(Cc3cc(=O)oc4cc(O)ccc34)CC2)c1,2,0,10,-3,18,0.2,29,x,0,-4
O=C(C1CCCN(Cc2ccc(Br)cc2)C1)N1CCCCC1 (stereo unspecified),1,-2,-4,2,8,0.1,-2.8,i,0,-10
CCN(CC)C(=O)Cn1nc(-c2ccc(Cl)cc2)c2ccccc2c1=O,2,2,-2,2,8,0.1,0.2,i,-3,0
COc1cccc(C(=O)NC(C)c2ccc(Br)cc2)c1 (stereo unspecified),3,2,-10,-1,11,-0.8,-0.6,i,11,4
COc1cc(C2C(C#N)=C(N)N(Nc3ccccc3)C3=C2C(=O)CC(C)(C)C3)ccc1OCc1ccccc1 (stereo unspecified),0,4,20,-7,18,-0.3,1.6,i,-22,-6
CS(=O)(=O)N(CC(=O)NCc1ccncc1)c1ccc(F)c(Cl)c1,0,2,0,1,9,-0.4,1.7,i,0,1
Cc1ccc2ccc3cccc4ccc1c2c34,18,1,5,-2,26,-0.5,2.4,i,-6,-18
CCOc1ccc(CCNc2nc3c(c(=O)n(C)c(=O)n3C)n2CC)cc1OCC,-1,-4,-6,0,8,-0.7,0.2,i,7,-6
O=[N+]([O-])c1ccc(-c2nnc(CNC3CCCC3)o2)cc1,4,1,0,-25,14,0.3,0.8,i,-3,1
COc1ccc(C2(CNC(=O)c3ccc(N)cc3)CCCC2)cc1,-2,-2,-5,9,-5,0.0,-1.4,i,-3,1
O=S1(=O)CC(N2CCSCC2)CN1Cc1cn(Cc2ccccc2)nn1 (stereo unspecified),8,x,2,1,-6,-0.9,-2.8,i,x,x
COC(=O)c1sccc1NC(=O)Nc1ccc(C)c(C)c1,8,0,-1,-1,10,-1.3,2.7,i,-3,-15
COc1ccc(OC)c(NC(=O)NNC(=O)COc2ccc(F)cc2F)c1,8,0,-4,2,2,-0.1,-1.5,i,3,0
COc1ccc(Cc2nnc(NC(=O)CS(=O)(=O)c3ccc(C)cc3)s2)cc1OC,4,1,-3,1,5,-0.6,0.4,i,-1,1
COc1ccccc1NC(=S)NNC(=O)c1nn(C)cc1Cl,2,-1,5,1,-4,-0.6,-1.2,i,-1,-3
Cc1cc(-c2sccc2C)nc(-n2cccc2)n1,9,6,-1,-4,-10,-0.1,3.3,i,-2,-13
O=C1N=C(N2CCCCC2)S/C1=C/C1=Cc2ccccc2OC1,5,7,1,-17,2,-0.7,1.6,i,0,-7
COCCN(C(=O)CSc1nc(-c2ccccc2)cn1N)c1c(N)n(Cc2ccccc2)c(=O)[nH]c1=O,3,-2,2,4,18,-0.3,-0.9,i,0,4
Cc1ccccc1NC(=S)NC12CN3CN(CN(C3)C1)C2,12,0,-2,-2,-2,-0.6,-2.7,i,-3,-11
C[C@H](CO)N1C[C@H](C)[C@@H](CN(C)Cc2ccccc2)OCCCC[C@H](C)Oc2ccc(N(C)C)cc2C1=O,2,-2,-4,1,-7,0.1,-2.7,i,-1,x
CCOP(=O)(OCC)/C(=N/OC(=O)c1ccccc1C)C(N)=O,-4,-2,-5,2,-1,-0.8,-2.0,i,0,-4
CC(=O)c1ccc(OC(=O)/C=C/c2ccccc2)cc1,7,2,-3,-5,23,0.4,1.0,i,4,-3
CC(=O)Nc1nnc(SCC(=O)N2C(C)CCCC2C)s1 (stereo unspecified),-9,-2,5,-7,7,0.1,-0.4,i,0,-2
Cc1cc(-c2nc3ccccc3c(=O)o2)ccc1[N+](=O)[O-],2,2,5,-17,16,0.6,0.5,i,-2,-8
COc1ccc(C(CNC(=O)CNS(=O)(=O)c2ccc(NC(C)=O)cc2)N2CCOCC2)cc1 (stereo unspecified),-6,0,-5,3,10,-0.3,-0.3,i,0,-4
O=C(O)Cn1cccc1C(=O)c1ccccc1,-11,6,-4,5,2,-0.4,-0.7,i,4,-1
O=S(=O)(c1ccc(NC(=S)NCc2ccco2)cc1)N1CCCCC1,-2,2,-6,-2,7,0.1,1.6,i,-2,-17
CCCn1c(=O)c2c(c3ccccc31)OC(C)C(=O)N2 (stereo unspecified),-20,-1,2,-3,-6,0.4,-2.6,i,0,-5
O=C(CCN1CCCCC1)Nc1ccccc1,-1,-1,-1,-2,-7,-1.4,-1.3,i,4,5
Cc1cc(C)cc(N(CC(=O)Nc2ccccc2C(=O)N2CCOCC2)S(C)(=O)=O)c1,-2,-4,-3,1,-9,0.5,-0.9,i,-2,-3
N#C/C(=C\c1ccc(N2CCCC2)c([N+](=O)[O-])c1)c1nc2ccccc2[nH]1,-10,0,31*,-10,18,-0.3,4.5,i,38,7
CCN(CC(=O)N1CCCCCC1)S(=O)(=O)c1ccc(Cl)cc1,0,-3,2,-2,-18,0.2,-0.6,i,-2,-7
Cc1c(N=Cc2ccccn2)c(=O)n(-c2ccccc2)n1C,-15,0,-4,-6,6,0.5,-1.0,i,-4,-7
C=CCOc1ccc(/C(O)=C2\C(=O)C(=O)N(CCN(C)C)C2c2cccs2)cc1 (stereo unspecified),-11,-2,-1,-7,-1,0.3,-1.8,i,-3,-7
CC(OC(=O)c1nc(Cl)ccc1Cl)C(=O)c1ccccc1 (stereo unspecified),21,0,-6,2,7,0.0,-0.2,i,1,-6

# Quoted at random: 3 compounds from above.
SMILES,NRP1-CendR mod,STEP block,NadD block,SUMO1-SIM PPI,SKN-1 block,Tb MetRS inh,LMPTP block,Neddylation inh,DNMT1 inh,Scp1 inh
COc1ccc(OC)c(NC(=O)NNC(=O)COc2ccc(F)cc2F)c1,8,0,-4,2,2,-0.1,-1.5,i,3,0
O=[N+]([O-])c1ccc(-c2nnc(CNC3CCCC3)o2)cc1,4,1,0,-25,14,0.3,0.8,i,-3,1
CC(=O)Nc1nnc(SCC(=O)N2C(C)CCCC2C)s1 (stereo unspecified),-9,-2,5,-7,7,0.1,-0.4,i,0,-2

# (cont.)
SMILES,NRP1-CendR mod,STEP block,NadD block,SUMO1-SIM PPI,SKN-1 block,Tb MetRS inh,LMPTP block,Neddylation inh,DNMT1 inh,Scp1 inh
O=C(COC(=O)c1nc(Cl)ccc1Cl)Nc1ccc2[nH]c(=O)[nH]c2c1,-11,2,1,63*,2,0.0,-0.1,i,8,-1
CC(NC(=O)COC(=O)CNC(=O)c1ccccc1Cl)C1CC2CCC1C2 (stereo unspecified),6,0,-3,6,10,-0.2,-0.6,i,1,0
CCN1CCN(C(=O)C2CCN(c3nnc(C)c4c(C)n(-c5ccc(C)cc5)nc34)CC2)CC1,-7,-1,-5,1,13,-0.3,4.1,i,0,-5
N#CC1=C2SCN(Cc3ccccc3)CN2C(=O)CC1c1ccccc1F (stereo unspecified),-17,4,4,0,5,-1.3,2.0,i,-11,17
Cc1ccc(CNS(=O)(=O)c2ccc3c(c2)n(C)c(=O)c(=O)n3C)cc1,-15,1,0,0,-9,-0.7,0.5,i,-1,-3
Cc1cc2nc(N3C(=O)CNC3=S)sc2cc1C,11,-1,7,4,1,-0.8,-0.2,i,1,-3
NC(=O)C1CCN(C(=O)/C(=C/c2ccco2)NC(=O)c2ccccc2)CC1,3,0,0,-5,11,3.4,-0.7,i,1,3
O=C(CSc1nccn1Cc1ccccc1)NCc1ccccc1,11,2,-3,0,-2,-0.6,0.1,i,1,-2
FC(F)(F)C(F)(F)c1nc2nc(Cl)c(Cl)nc2[nH]1,-5,0,-4,0,-1,-0.1,-2.7,i,-2,x
COC(=O)[C@@]12C[C@@H](CC(=O)N3CCCC3)C(=O)N(CCc3ccc(OC)c(OC)c3)C1=CCC(C)(C)C2,9,x,x,0,2,0.3,1.0,i,x,x
C=CCNCCOCCSc1ccc(Cl)cc1,5,1,-4,2,13,-0.3,-2.6,i,5,11
Cc1nc(NC(=O)CSc2nc3ccccc3s2)sc1C(=O)N(C)C,-4,1,2,-3,5,-0.3,-2.2,i,0,4
O=C(COc1ccc2ccccc2c1)N[C@@H](C(=O)O)c1ccc(O)cc1,5,1,4,-1,6,-1.5,0.0,i,1,-11
CCOC(=O)N1CCN(C(=O)C2CCN(S(=O)(=O)N3CCCC3)CC2)CC1,11,2,-1,-2,-2,0.2,-0.1,i,1,-3
O=C(NCCN1CCCCC1)Nc1ccccc1F,-7,0,-6,-2,7,0.4,-2.7,i,0,-8
Cc1ccc(S(=O)(=O)N2CCC(C(=O)NCCc3ccc(S(N)(=O)=O)cc3)CC2)cc1,8,-1,-1,-3,2,-0.1,-0.4,i,0,-2
CN(C)S(=O)(=O)n1cnc2ccccc21,1,-2,-3,-4,13,-0.4,0.8,i,-2,3
COc1ccccc1NC(=O)c1ccc(NC(=O)c2ccco2)cc1,-9,-1,0,2,20,-0.1,1.1,i,1,1
COc1ccc(CN2C(=NC(=O)C3CCCO3)SC3CS(=O)(=O)CC32)cc1OC (stereo unspecified),10,-2,-6,-6,12,-0.5,-0.8,i,-1,-1
